EWS-Fli inh: EWS/Fli-driven NR0B1 reporter inhibitors, primary screen, A673 cells, NR0B1 luciferase, luminescence, MLPCN library. hit rate 0.67% among 350,000. viability-normalised. AID 651661, 2012. inhibition, % at 12.6 µM;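 active means mean inhibition of at least 50% after viability correction, with every replicate also passing that limit; inconclusive means mean reaches 50% but only one of two replicates passes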;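 further: firefly luciferase signal divided by Alamar Blue viability fluorescence both relative to DMSO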
PAX8 reporter: inhibitors of PAX8-driven TPO luciferase reporter, primary screen, RMG-I cells, single concentration; SteadyGlo, 24 h; inhibition, % at 12.6 µM; hit rate 1.2% among 360,000; AID 652154, 2013;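 active means mean replicate inhibition at least 60% with every replicate also reaching 60%; inconclusive means only one of the two criteria is met; inactive means mean below 60% and not all replicates reaching 60%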;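 further: luciferase light reporting Pax8 driven TPO promoter activity; plate controls were median of neutral control wells for no effect and mitoxantrone controls for full effect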
Casp6 inh: human caspase-6 inhibitors, primary screen, biochemical, VEID-R110 fluorescence, single point, set 2 | P55212 | purified caspase-6, Z-VEID-R110 cleavage fluorescence | inhibition, % at 12.5 µM | hit rate 0.53% among 350,000;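 active means mean inhibition across replicates at least about 35%, with every replicate also reaching that limit, limit read from the data; inconclusive means only one of the two criteria met; inactive means neither criterion met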;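 further: 0% = median of neutral control wells and 100% = no fluorescence left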
Target sequence (P55212 24-179 limits assumed): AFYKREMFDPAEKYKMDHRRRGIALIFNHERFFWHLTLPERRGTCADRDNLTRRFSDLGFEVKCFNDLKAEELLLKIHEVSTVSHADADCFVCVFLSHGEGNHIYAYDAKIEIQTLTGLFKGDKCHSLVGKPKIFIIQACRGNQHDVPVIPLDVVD
Target sequence (P55212 194-293 limits assumed): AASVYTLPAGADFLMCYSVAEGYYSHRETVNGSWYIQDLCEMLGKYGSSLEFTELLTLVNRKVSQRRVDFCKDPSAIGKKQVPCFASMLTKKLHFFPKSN
ARNT TACC3 PPI: disruptors of ARNT/TACC3 protein interaction, primary screen, biochemical, AlphaScreen, single concentration; Transforming acidic coiled-coil-containing protein 3 (Homo sapiens), Q9Y6A5; AlphaScreen His-ARNT PAS-B/GST-TACC3 binding, luminescence; TACC3 fragment carries E629A point mutation; inhibition, % at 9.99 µM; hit rate 0.66% among 390,000;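 active means mean inhibition of replicates at least 50% and at least half of replicates each reaching 50%; inconclusive means half or more replicates reach 50% but mean below 50%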;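 further: 0% = complete ARNT plus TACC3 wells and 100% = ARNT alone without TACC3; many hits fall short of the cut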
LGR2 antag: inhibitors of bursicon-induced LGR2 CRE-luciferase signal, primary screen, cell-based, HEK293, CRE-luciferase reporter, bursicon stimulation. Drosophila bursicon receptor LGR2 (rickets). bursicon-stimulated, 4 h. inhibition, % at 9.99 µM. hit rate 0.35% among 380,000. AID 720647, 2013;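 active means drop in luminescence signal, shown as inhibition above about 50% in the replicate tests, limit read from the data, passing the limit was not always enough; inconclusive means probably only some replicates passing the limit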;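 further: agonist challenge used bursicon conditioned medium at about half maximal strength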
DENV2 CPE rescue: inhibitors of DENV2 cytopathic effect, primary screen, cell-based, plate reader, single concentration; DENV2-infected cells, cytopathic effect rescue; CPE inhibition, % at 9.99 µM; hit rate 1.7% among 350,000; AID 651640, 2012; in the data active means CPE inhibition above about 20%, passing the limit was not always enough; inconclusive means no clear call, values can overlap the other calls; tested in BHK-21 cells;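 further: 0% = median of neutral control wells and 100% = median of positive control wells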
SIRT5 block: SIRT5 desuccinylase inhibitors, primary screen, biochemical, fluorescence imaging, single point, set 5. NAD-dependent protein deacylase sirtuin-5, mitochondrial (Homo sapiens), Q9NXA8. Purified SirT5, succinyl-peptide AMC, trypsin-coupled fluorescence. inhibition, % at 15 µM. hit rate 1.1% among 330,000; in the data active means inhibition above about 15%; inconclusive means no clear call, values can overlap the other calls
Target sequence (Q9NXA8 whole entry, looked up): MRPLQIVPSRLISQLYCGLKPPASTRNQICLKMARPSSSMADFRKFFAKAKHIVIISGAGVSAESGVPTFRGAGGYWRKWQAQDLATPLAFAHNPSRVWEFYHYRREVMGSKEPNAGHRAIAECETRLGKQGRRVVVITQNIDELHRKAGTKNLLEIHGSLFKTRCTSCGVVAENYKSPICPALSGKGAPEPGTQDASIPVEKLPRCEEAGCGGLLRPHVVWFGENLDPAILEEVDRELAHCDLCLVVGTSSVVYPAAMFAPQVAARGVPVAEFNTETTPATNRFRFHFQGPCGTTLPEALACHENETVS
* hit, by the source's call; ? = inconclusive; · = no result given. Compounds as they come. Share with any hit: about 4.9%.

SMILES	EWS-Fli inh	PAX8 reporter	Casp6 inh	ARNT TACC3 PPI	LGR2 antag	DENV2 CPE rescue	SIRT5 block
Cc1cccc(N2C(=O)CC(NNc3nc4ccccc4s3)C2=O)c1 (centres undefined)	-7	-4	-3	·	24	-5	-3
C[C@H]1CN([C@@H](C)CO)C(=O)Cc2cc(NS(=O)(=O)c3ccccc3)ccc2O[C@@H]1CN(C)S(=O)(=O)c1ccccc1	-8	-22	3	-4	-10	-14	1
Cc1cc(C(=O)COC(=O)CNC(=O)c2ccc(Cl)c(Cl)c2)c(C)n1Cc1ccco1	4	3	2	12	-13	0	-1
CC(C)(CNC(=O)Cc1ccc(NS(=O)(=O)c2cccc(C(F)(F)F)c2)cc1)N1CCOCC1	6	1	-4	-1	-3	8	3
COC(=O)C1CN(C(=O)C(C)Oc2cc(C)ccc2C(C)C)c2ccccc2O1 (centres undefined)	14	12	-4	-13	7	-2	-3
Cc1ccc(S(=O)(=O)Nc2ccc3c(c2)CC(=O)N([C@H](C)CO)C[C@H](C)[C@@H](CN(C)Cc2ccc(C(=O)Nc4ccccc4N)cc2)O3)cc1	·	11	0	·	-9	-9	4
CN(Cc1ccccc1)C(=O)c1[nH]cnc1C(=O)Nc1ccon1	10	5	1	3	4	0	-2
CC(=O)Nc1ccc(S(=O)(=O)NCCC(=O)N2CCN(C(c3ccccc3)c3ccccc3)CC2)cc1	5	11	2	10	-6	-6	-1
O=C(Nc1ccc(C(=O)N2CCOCC2)cc1)Nc1ccc(Cl)cc1Cl	-6	-10	-6	2	1	17	-4
COCC#Cc1ccc([C@@H]2[C@H]3CN(C(=O)Nc4ccccc4F)CC(=O)N3[C@H]2CO)cc1	-4	·	0	·	14	-8	9
O=C(Cn1cc(C(F)(F)F)ccc1=O)Nc1ccc(N2CCOCC2)cc1	2	0	-2	-1	2	1	1
CS(=O)(=O)NCCNc1cc(Cl)ccc1[N+](=O)[O-]	1	-4	3	3	-7	9	4
COc1ccccc1NC(=O)NNC(=O)C(C)Oc1ccc2ccccc2c1 (centres undefined)	0	·	0	-8	7	-12	-5
CC(C)N(Cc1cn(C)nc1-c1cccc(Cl)c1)Cc1nccn1C	15	2	·	2	22	2	-6
Cc1ccc(S(=O)(=O)N(C)C[C@@H]2Oc3ccc(NC(=O)CCCCCC(=O)Nc4ccccc4N)cc3CC(=O)N([C@H](C)CO)C[C@H]2C)cc1	5	-41	4	-12	-2	-4	7
Cc1ccc(OCCCCN(C)Cc2ccccc2)c(Br)c1	2	·	-27	-6	14	-6	-4
O=C(Nc1ccccc1)N1CCCCN2[C@H](CO)[C@@H](c3ccc(-c4ccncc4)cc3)[C@@H]2C1	2	-22	-2	-3	3	-4	1
COc1ccc(C=Cc2ccc3ccccc3n2)c(OC)c1	49	-93	-3	·	-22	4	-7
O=C(N/N=C1\CCCc2ccccc21)c1cccc([N+](=O)[O-])c1	-12	·	-3	3	-4	-1	-1
O=C(C[C@@H]1CC[C@@H](NC(=O)Nc2ccc3c(c2)OCO3)[C@@H](CO)O1)NCc1ccccc1	-2	-5	0	-47	2	-7	0
CN(C)C(=O)c1cccc(-c2ccc3c(c2)[C@H]2[C@H](CCN2Cc2ccccc2F)[C@H](CO)N3)c1	-3	-6	·	7	10	-15	·
Cn1ncc2c(Nc3ccc4ccccc4c3)ncnc21	-140	·	4	5	-56	-6	-4
COc1ccc(NC(C)=O)cc1S(=O)(=O)Nc1ccc(C(=O)N2CCCC2)cc1	3	-4	-48	·	2	-1	1
O=C(COC(=O)C1CCN(S(=O)(=O)c2ccccc2)CC1)NC(=O)c1ccc(OC(F)F)cc1	6	18	-1	1	-4	8	-6
Cc1nn(CC(=O)NCCCN2CCN(C)CC2)c(=O)c2cc(-c3ccccc3)nn12	·	-9	-27	4	6	2	1

Overlap with the part before: 4 compounds, followed by the next part.
SMILES	EWS-Fli inh	PAX8 reporter	Casp6 inh	ARNT TACC3 PPI	LGR2 antag	DENV2 CPE rescue	SIRT5 block
Cn1ncc2c(Nc3ccc4ccccc4c3)ncnc21	-140	·	4	5	-56	-6	-4
COc1ccc(NC(C)=O)cc1S(=O)(=O)Nc1ccc(C(=O)N2CCCC2)cc1	3	-4	-48	·	2	-1	1
O=C(COC(=O)C1CCN(S(=O)(=O)c2ccccc2)CC1)NC(=O)c1ccc(OC(F)F)cc1	6	18	-1	1	-4	8	-6
Cc1nn(CC(=O)NCCCN2CCN(C)CC2)c(=O)c2cc(-c3ccccc3)nn12	·	-9	-27	4	6	2	1
OC[C@@H]1CN(Cc2cccnc2)C[C@H](n2cnc3c(N4CCOCC4)ncnc32)O1	-13	-14	0	·	-18	0	-2
N/C(=N\NS(=O)(=O)c1ccccc1C(F)(F)F)c1ccccn1	-3	-22	0	41	5	0	1
O=C(c1cnccn1)N1CC[C@@H]2[C@H](CO)Nc3ccc(C#Cc4cccnc4)cc3[C@@H]21	0	-5	1	4	-9	-4	4
Cc1ccc(S(=O)(=O)N(C)C[C@H]2Oc3ccc(NC(=O)Nc4ccccc4)cc3C(=O)N([C@@H](C)CO)C[C@H]2C)cc1	10	12	-1	-5	13	-3	4
NS(=O)(=O)c1ccc(NC(=O)c2cc(=O)c3ccccc3o2)cc1	-22	-23	1	-4	-9	11	1
N#Cc1ccc(C(C(=O)NC2CCCCC2)n2c(=O)c(-c3cc4ccccc4[nH]3)nc3ccccc32)cc1 (centres undefined)	7	54	-1	·	9	-4	·
CCN1CCN(C(=O)CN(c2cccc(Br)c2)S(=O)(=O)c2ccccc2)CC1	-4	10	-1	4	11	?	13
CCC(C)n1c(SCC(=O)NC2CCS(=O)(=O)C2)nc2ccccc2c1=O (centres undefined)	-5	-11	-1	2	17	-3	2
Cc1ccccc1NC(=O)CCC(=O)N/N=C/c1c[nH]c2ccccc12	-1	12	-4	-7	·	15	-3
O=C(NCC1CCN(C(=O)C(=O)c2cccs2)CC1)c1ccncc1	-9	-10	1	·	4	19	·
COc1ccc(C2(CCN=Cc3ccc(N(C)C)cc3)CCOC(C)(C)C2)cc1 (centres undefined)	-9	32	2	3	-9	-3	-2
Nc1nc(-c2ccc([N+](=O)[O-])cc2)cc(=O)[nH]1	-1	-29	0	-18	·	133*	5
COc1cc(OC)cc(C(=O)Nn2cnnc2)c1	-4	6	-1	-9	3	16	0
CCC(=O)N1CC(=O)N2[C@H](CO)[C@H](c3ccc(C#Cc4cccnc4)cc3)[C@@H]2C1	-10	-44	0	·	39	8	-2
CCCC#Cc1cnc2c(c1)C(=O)N([C@H](C)CO)C[C@H](C)[C@H](CN(C)C(=O)NCCC)O2	-5	·	1	-5	0	4	0
CN(C)C=NC(=O)c1cc(C(=O)c2ccc(C(C)(C)C)cc2)c[nH]1	-33	-94	-1	-4	-35	5	-1
CC(OC(=O)CNC(=O)COc1ccccc1)C(=O)N(C)Cc1ccccc1 (centres undefined)	2	1	-3	-2	-1	4	-4
COc1ccc(-c2cn3cccnc3n2)cc1NC(=O)C(C)C	-29	-4	·	2	·	2	-3
COc1ccc(-c2noc(N3CCC(C(=O)NCc4ccc(F)cc4)CC3)n2)cc1	-14	-8	-3	-20	-14	-12	-5
COc1ccc(C2CC(=O)c3c(O)cc(O)cc3O2)cc1O (centres undefined)	-1	·	6	-1	·	23*	3
CC(=O)c1ccc(Nc2c3c(nc4ccccc24)CCCC3)cc1	71*	12	6	7	8	8	2
CCC(=O)N(C)C[C@H]1[C@@H](c2ccc(-c3ccccc3F)cc2)[C@@H](CO)N1C(C)=O	2	-21	1	3	-14	4	4
C[C@@H](C(=O)NCc1ccccc1)[C@H]1C[C@]1(C)[C@H](NC(=O)OCc1ccccc1)c1ccccc1	-4	-2	2	-6	24	10	·
CCCn1nnnc1SCC(=O)NC1CCCC1	4	1	1	-12	2	-5	12
N#Cc1ccc(-c2nc3ccc(Cl)cn3c2Cc2ccsc2)cc1	-41	-42	5	·	-16	-4	-4
SMILES	EWS-Fli inh	PAX8 reporter	Casp6 inh	ARNT TACC3 PPI	LGR2 antag	DENV2 CPE rescue	SIRT5 block
O=C(Nc1ccccc1C(F)(F)F)c1ccc2nccnc2c1	·	-26	1	-5	-1	6	-1
CCC(=O)N(C)C[C@H]1Oc2cc(C#CC3CCCC3)ccc2S(=O)(=O)N([C@H](C)CO)C[C@@H]1C	13	·	1	-5	-2	-3	3
N#C[C@@H]1[C@@H](c2ccccc2C2=CCCCC2)[C@@H](CO)N1C(=O)Cc1ccncc1	-3	23	0	·	0	1	2
CCCCCCCCc1nnc(N)s1	15	5	0	0	·	10	-1
CCN(CC)C1CCN(C(=O)c2ccc(OC3CCN(C(=O)CCOC)CC3)cc2)C1 (centres undefined)	-6	-9	-1	·	-1	-8	·
COc1ccccc1N(C(C)=O)C1=C(Cl)C(=O)c2ccccc2C1=O	56*	117*	23	·	?	4	·
CC1C(=O)N(Cc2cn(CC3CCCCC3)nn2)CCS(=O)(=O)N1Cc1ccc(-c2cccc(CO)c2)cc1 (centres undefined)	19	22	4	·	40	5	-2
COCCN(Cc1ccccc1)C(=O)c1ccc(C(=O)c2ccccc2)cc1	3	-14	1	0	-8	-1	-2
Cc1ccc(C2=CC(=O)C[C@H](c3ccc(F)cc3)C2)cc1	-5	-16	-3	-4	7	·	·
Cc1cc(C)cc(OCC(=O)N/N=C/c2ccccn2)c1	-5	?	-2	27	11	-5	1
O=C(Nc1ccc(OCC(F)(F)C(F)F)cc1)c1ccncc1	4	0	0	1	3	4	-3
CC(=O)c1c(C)[nH]c(C(=O)COC(=O)c2ccc(C)s2)c1C	-6	-12	1	-2	·	1	·
O=c1[nH]c(C2CCN(S(=O)(=O)c3ccc4c(c3)OCCO4)CC2)nc2c1nnn2Cc1c(F)cccc1Cl	5	-11	-1	-3	-17	-2	-6
COc1cccc(-c2sc3ccc(OC)cc3c2-c2ccc(C(N)=O)cc2)c1	7	20	-1	-3	-5	-1	-1
CCc1ccccc1NC(=O)c1cccc(Oc2ccc([N+](=O)[O-])cc2Cl)c1	1	15	·	0	5	-7	-3
CCCCCCN1C=CC=C/C1=C/C=C(C#N)C#N	-3	-2	-4	2	12	6	-2
CC(=O)c1c(C)[nH]c(C(=O)/C(C#N)=C/c2cccc(C)c2)c1C	13	-3	4	0	-1	-2	1
NC(Cc1ccc(C(F)(F)F)cc1)c1csc(Nc2ccc(C(=O)NCCCO)cn2)n1 (centres undefined)	3	-4	4	·	-5	1	1
CN1CCN(C(=O)C[C@@H]2C=C[C@H](NC(=O)Cc3ccccn3)[C@H](CO)O2)CC1	-10	12	0	7	-9	-3	-3
CCOc1ccc(/C=C/C(=O)N(C)CC(=O)Nc2cccc(F)c2)cc1OCC	1	-1	0	-8	13	5	5
Nc1[nH]c(C(=O)c2ccccc2)c(-c2ccc(Cl)cc2F)c1C(=O)NCCc1c[nH]c2ccccc12	-8	-1	-1	·	3	-10	-6
COc1ccc(-c2cc(-c3ccc(C)cc3)n[nH]2)c(O)c1	-119	-226	-1	-1	-114	-2	-2
COc1ccc(C2CC(=O)c3cnc(NC(=O)c4ccccc4)nc3C2)cc1OC (centres undefined)	0	6	-3	11	3	1	·
CCCN1C[C@H](C)[C@H](OC)CN(C)C(=O)c2ccc(NC(=O)c3ccccc3)cc2OC[C@@H]1C	0	·	·	-3	-6	0	-10
CN(C(=O)CSc1nnnn1C)C1(C#N)CCCCC1	-5	-3	-5	·	-14	-2	0
Cc1ccc(NS(=O)(=O)c2cc(NC(=O)c3ccc4c(c3)NC(=O)CS4)ccc2C)c(C)c1	14	48	1	-2	24	-2	-3

Assay outcomes (PubChem)
